# From PubChem BioAssay
# PP1 inh: counter-screen for PP5 inhibitors: inhibitors of human PP1-alpha. P62136. purified PP1alpha, OMFP fluorescence. inhibition, % at 6.7 µM. 320,000 tested, 0.9% active. AID 2235;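 active = inhibition above the mean inhibition of all tested compounds plus 3 SD, computed separately for each screening campaign, cut at about 15% in these data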
# Target sequence (P62136 whole entry, looked up): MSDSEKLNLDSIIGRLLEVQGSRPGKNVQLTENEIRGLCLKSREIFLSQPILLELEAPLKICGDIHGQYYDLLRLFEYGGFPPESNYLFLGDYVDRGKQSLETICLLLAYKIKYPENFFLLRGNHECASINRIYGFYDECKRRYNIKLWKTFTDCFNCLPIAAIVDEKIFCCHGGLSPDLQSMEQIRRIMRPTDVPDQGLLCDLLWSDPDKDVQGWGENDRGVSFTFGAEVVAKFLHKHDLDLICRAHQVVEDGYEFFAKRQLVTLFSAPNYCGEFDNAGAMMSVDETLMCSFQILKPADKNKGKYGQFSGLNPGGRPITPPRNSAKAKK
# CTSL1 counter: cathepsin L1 inhibition, PFM18AAP counter-screen; recombinant F. hepatica cathepsin L1, Z-Leu-Arg-MCA fluorescence; inhibition, % at 5.96 µM; 300,000 tested, 0.49% active; AID 1906;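 active = inhibition above the mean of all tested compounds plus 3 SD, set per screening campaign, cut at about 17% in these data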;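 note: 0% = plate median of test compound wells and 100% = 1 µM Z-Phe-Ala-diazomethylketone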
# core dimer inh: HCV core protein dimerization inhibition; TR-FRET GST/Flag-core106 dimerization, 1536-well; inhibition, % at 5 µM; 300,000 tested, 0.33% active;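 active = inhibition above the mean of all tested compounds plus 3 SD, set per screening campaign, cut at about 45% in these data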
#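 System – GST-tagged and Flag-tagged HCV core protein residues 1-106 · Repeats – one well for each compound · Technique – TR-FRET 671 and 617 nm emission · Doses – one concentration, 5 µM, in 0.5% DMSO · Times – 4 h, 22.5 °C incubation · Also added – Eu donor and XL665 acceptor anti-tag antibodies · Measure – percent inhibition of core106 dimerization signal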
# AHR act: human AHR activation. AHR-responsive luciferase reporter cells, luminescence. activation, % at 5 µM. 320,000 tested, 2.5% active. AID 2796; in the data active = activation above about 47%;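 note: 0% = vehicle wells and 100% = reference agonist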
# PP5 inh: inhibitors of human protein phosphatase 5 (PP5). 320,000 tested, 0.18% active. P53041. purified PP5c, OMFP substrate fluorescence. inhibition, % at 6.7 µM;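 active = inhibition above the campaign's mean inhibition across all tested compounds plus 3 SD, cut at about 9.5% in these data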;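 note: 0% = DMSO only and 100% = 100 µM cantharidin control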
# procasp7 counter: counter-screen for procaspase-3 activators: activators of human procaspase-7 | P55210 | recombinant procaspase-7, Ac-DEVD-pNA absorbance 405 nm; D23A/D198A/D206A triple mutant, cannot self-cleave; scale: DMSO 0, 5 µM enzyme 100 | 330,000 tested, 0.093% active | activation, % at 8.5 µM;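 active = percent activation above the screen-wide mean plus 3 SD, cut at about 25% in these data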
# Target sequence (P55210 whole entry D23A/D198A/D206A): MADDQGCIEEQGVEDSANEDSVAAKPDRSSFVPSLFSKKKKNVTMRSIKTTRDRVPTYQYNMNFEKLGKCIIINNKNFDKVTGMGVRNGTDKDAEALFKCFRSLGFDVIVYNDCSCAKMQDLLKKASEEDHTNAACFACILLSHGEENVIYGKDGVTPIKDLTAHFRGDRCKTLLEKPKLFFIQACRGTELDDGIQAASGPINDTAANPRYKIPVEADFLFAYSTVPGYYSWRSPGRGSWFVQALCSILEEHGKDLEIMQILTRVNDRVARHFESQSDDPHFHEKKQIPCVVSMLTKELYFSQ
#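 signal = Epi-absorbance of released pNA at 405 nm, two timepoints | assay system = Uncleavable procaspase-7 mutant enzyme | reagent = Ac-DEVD-pNA substrate, 400 µM as added | times = 1 h enzyme–compound preincubation and 2 h substrate reaction, both 25 °C | benchmarks = low DMSO alone, high DMSO plus 5 µM PC-7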
# procasp3 activ: procaspase-3 (human) activation; P42574; recombinant procaspase-3 D3A, Ac-DEVD-pNA absorbance 405 nm; activation, % at 8.5 µM; 330,000 tested, 0.11% active; AID 463141;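 active = activation above the mean of all tested compounds plus 3 SD, cut at about 21% in these data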;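 note: 0% = DMSO alone and 100% = DMSO wells spiked with extra 5 µM PC-3 D3A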
# Target sequence (P42574 whole entry D9A/D28A/D175A): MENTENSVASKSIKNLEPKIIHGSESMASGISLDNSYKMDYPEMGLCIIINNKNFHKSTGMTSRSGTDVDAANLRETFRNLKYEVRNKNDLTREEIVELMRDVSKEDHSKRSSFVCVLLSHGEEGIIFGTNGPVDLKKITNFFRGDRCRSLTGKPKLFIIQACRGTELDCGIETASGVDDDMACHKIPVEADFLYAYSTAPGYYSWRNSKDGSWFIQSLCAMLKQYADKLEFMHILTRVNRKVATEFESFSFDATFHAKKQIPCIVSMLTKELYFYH
#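 Compound: 8.5 µM single point, 0.8% DMSO / Material: Autoprocessing-dead procaspase-3 D3A mutant enzyme / Timing: 1 h preincubation plus 2 h reaction at 25 °C / Medium: Zinc-free HEPES/NaCl buffer with 0.01% Triton X-100 at pH 7.4 / Technique: 405 nm absorbance of p-nitroaniline, reads at 0 and 120 min / Repeats: one well per compound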
# PAFAH2 inh: inhibitors of human PAFAH2; recombinant PAFAH2, FP-rhodamine activity probe, fluorescence polarization; inhibition, % at 3.39 µM; 340,000 tested, 0.99% active; Q99487;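 active = inhibition above the mean over all tested compounds plus 3 SD, cut at about 30% in these data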;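 note: inhibitors block probe labeling of enzyme so polarization drops; 0% = enzyme with DMSO and 100% = wells lacking PAFAH2 protein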
# TPT1 inh: blocks Candida albicans tRNA 2'-phosphotransferase. recombinant caTPT1, FP RNA substrate dephosphorylation. inhibition, % at 5 µM. 300,000 tested, 0.81% active. AID 1962;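 active = inhibition above the mean of all tested compounds plus 3 SD, set per screening campaign, cut at about 24% in these data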;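 note: plate controls were DMSO alone for no effect and ferristatin control at 100 nM for full effect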
# Numbers without * were called inactive; nt = no result given.
No.	Structure	PP1 inh	CTSL1 counter	core dimer inh	AHR act	PP5 inh	procasp7 counter	procasp3 activ	PAFAH2 inh	TPT1 inh
1	CC(C)(C)n1nnnc1C(c1ccc(Cl)cc1)N(Cc1cccnc1)Cc1ccco1 (stereo not drawn)	2	0	-5	1	0.8	-8	3	6	1
2	C[C@@H]1CCCCCCCCC(=O)OCCN(C(=O)OC(C)(C)C)[C@H](C)CCCCCCCCC(=O)OCCN(C(=O)OC(C)(C)C)[C@H](C)CCCCCCCCC(=O)OCCN(C(=O)OC(C)(C)C)[C@H](C)CCCCCCCCC(=O)OCCN1C(=O)OC(C)(C)C	nt	nt	nt	0	nt	6	8	-1	nt
3	CCN1CCN(c2ncnc3c2c(-c2ccccc2)cn3-c2ccc(F)cc2)CC1	3	-2	0	1	4.5	7	-2	-8	4
4	O=C(Nc1ccccc1)Nc1ccc(Cl)nc1Cl	-8	-1	1	17	3.1	5	0	6	-3
5	CCOC(=O)c1ccc2c(c1)n(CC)c(/C=C/N(C)c1ccccc1)[n+]2CC	0	4	5	2	0.2	-9	5	-5	1
6	COC(=O)[C@@]12CCCCN1[C@H](c1ccc(-c3cc(C(C)=O)cs3)cc1)[C@H]1C(=O)N(C)C(=O)[C@H]12	-2	0	-58	-1	0.8	10	1	2	0
7	Cc1cc(C(=O)OCC(=O)NC(C)(C)C)c2ccccc2n1	-5	-4	3	3	0.9	9	6	-3	0
8	COc1cc(/C=C/C(=O)OCC(=O)NC(=O)NC(C)(C)C)cc(OC)c1OC	2	-8	1	2	-0.5	4	2	4	0
9	O=C(NCc1ccccn1)C1CCN(S(=O)(=O)N2CCC3(CC2)OCCO3)CC1	-4	-3	-5	4	1.5	-10	-1	-2	-4
10	O=C(CN1C(=O)NC2(CCCCC2)C1=O)N1CCN(C(=O)c2cccs2)CC1	-4	nt	nt	0	-1.8	-4	6	0	nt
11	NC(=O)c1cc2c(s1)-c1cc(Cl)ccc1SC2	0	2	0	12	2.8	-11	2	6	-3
12	CCN1C(=O)S/C(=C/c2ccc(Oc3ccc([N+](=O)[O-])cn3)c(OC)c2)C1=O	-8	0	-2	-3	3.1	4	-3	0	-4
13	O=C(NCC1CCCO1)C(=O)NCC1CCCN1S(=O)(=O)c1ccccc1 (stereo not drawn)	-4	0	1	-2	-0.7	9	1	7	2
14	Cc1c(Cl)cccc1Nc1nc(N)nc(CN2CCCCCC2)n1	8	0	-3	2	-0.8	0	5	9	0
15	Cc1ccc(C)c(NC2=NC3(CCCCC3)N=C(N)N2)c1	-3	-1	-2	-1	-1.7	0	-10	-7	0

# The list continues.
No.	Structure	PP1 inh	CTSL1 counter	core dimer inh	AHR act	PP5 inh	procasp7 counter	procasp3 activ	PAFAH2 inh	TPT1 inh
16	CCOc1cccc(OCCCNCCCOC)c1	-2	-1	-6	-1	3.6	-5	5	7	-4
17	Cc1cc(N2C(=O)C3C4c5ccccc5C(c5ccccc54)C3C2=O)no1 (stereo not drawn)	1	-1	-4	1	2.2	10	8	-4	-1
18	COc1ccc(NC(=O)CNS(=O)(=O)c2cccs2)cc1	-5	-4	-2	2	1.5	5	1	6	1
19	COc1ccc(-c2nc3n(c2C)CCC3)cc1	-8	5	-7	6	1.6	3	4	5	-1
20	Cc1ccc(CN2CCc3c(OCC(=O)Nc4cc(C)ccc4C)cccc3C2=O)cc1	4	5	5	31	-2.6	-8	0	nt	-9
21	COc1ccc(CCNC(=O)c2cc(C3CC3)nc3c2cnn3C(C)C)cc1	-3	nt	nt	1	4.7	-12	-3	-7	nt
22	O=C(c1ccc(Cl)nc1)N1CCc2ccccc2C1	-2	0	3	-4	0.8	8	9	-5	3
23	CCC(C)NCCCCOc1ccc(Cl)cc1C (stereo not drawn)	-2	0	-7	-1	-2.2	-4	4	-1	-5
24	Cc1c(S(=O)(=O)NCCc2ccccc2)c(=O)n(C)c(=O)n1C	4	-2	3	2	0.5	12	6	1	0
25	COc1ccc(N2CCN(C(=O)c3ccc(NS(=O)(=O)c4cccs4)cc3)CC2)cc1	-3	-1	5	4	-1.5	-3	9	-1	10
26	Cc1[nH]n(-c2ccccc2)c(=S)c1C=Nc1cccc([N+](=O)[O-])c1	0	1	-18	12	1.2	-28	-23	4	-8
27	Cc1cccc(OCC(=O)NCCCNC(=O)c2ccncc2)c1	-3	1	9	6	-1.0	9	1	2	-5
28	O=C(NCCCN1CCOCC1)c1cc2ccccc2oc1=O	-5	2	3	2	-0.3	14	3	0	-4
29	O=C(CN1C(=O)NC2(CCCCCC2)C1=O)Nc1ccc2c(c1)CCC2	-2	-5	4	-1	1.4	10	4	4	0
30	Cc1ccc(C)n1-c1ccc(-c2ccn[nH]2)cc1	4	-8	5	6	-1.3	-5	-2	5	11

# Entries by screen from the list:
# Nos. 12 to 21 in PP5 inh read 3.1, -0.7, -0.8, -1.7, 3.6, 2.2, 1.5, 1.6, -2.6, 4.7

# Further results
No.	Structure	PP1 inh	CTSL1 counter	core dimer inh	AHR act	PP5 inh	procasp7 counter	procasp3 activ	PAFAH2 inh	TPT1 inh
31	COc1ccc(-n2nc(C(N)=O)nc2-c2ccccc2)cc1	-3	5	7	-1	0.0	8	4	-3	1
32	CC(NC(=O)CN1C(=O)NC2(CCCC2)C1=O)c1ccc2ccccc2c1 (stereo not drawn)	-1	nt	nt	-2	0.8	-2	7	3	nt
33	Cc1cc(C)c(NS(=O)(=O)c2c(C)noc2C)c(C)c1	2	4	-2	2	1.3	2	-6	6	-3
34	CCn1cc(C(=O)N2CCc3ccccc32)c(=O)c2cc(S(=O)(=O)N(C)C3CCCCC3)ccc21	2	-3	17	3	2.4	0	2	5	-2
35	FC(F)(F)c1nc(-c2ccncc2)ncc1-c1nnnn1-c1ccccc1	-1	2	-1	1	-2.2	6	-5	4	-4
36	COC(=O)C1=C(C)NC(C)=C(C(=O)OC)C1C(=O)OCC(=O)Nc1ccc(C(C)=O)cc1	0	5	-1	6	1.6	6	5	-1	2
37	COCCCNC(=O)c1ccc2c(=O)n(Cc3ccc(Cl)cc3)c(=S)[nH]c2c1	-3	-3	4	1	0.1	5	7	7	1
38	Cc1ccccc1CN(c1ccc(C(=O)N2CCc3ccccc3C2)cc1)S(C)(=O)=O	3	-3	4	-1	0.7	6	-1	8	-1
39	CN(C)S(=O)(=O)CC12CCC(CC1=O)C2(C)C (stereo not drawn)	-3	-2	6	1	3.9	1	-5	3	-1
40	COc1ccc(C(=O)NC2CC2)cc1OC1CCN(Cc2ccc(Cl)cc2)CC1	0	1	-15	1	3.6	9	3	-5	0
41	Nc1nonc1-c1noc(CCCN2C(=O)c3ccccc3C2=O)n1	0	3	-8	10	-0.3	0	2	-3	-2
42	Cc1cccc(C)c1NC(=O)N1CCC(n2cnc3ccccc32)CC1	1	-4	6	14	-4.3	-8	-8	-6	-1
43	Cc1ccc(C)c2sc(NC(=O)CN3C(=O)CCC3=O)nc12	0	2	-2	9	-0.4	5	8	-1	-1
44	CCCN1CNC(=S)N(c2cc(C)ccc2C)C1	-1	-4	-9	0	-0.3	0	6	-1	-2
45	CCOC(=O)c1c(NC(=O)CN2C(=O)NC3(CCCC3)C2=O)sc(C)c1CC	-1	6	4	44	1.8	2	-6	-1	-2

# 2 entries from above in a different format:
38: Cc1ccccc1CN(c1ccc(C(=O)N2CCc3ccccc3C2)cc1)S(C)(=O)=O
  PP1 inh = 3; CTSL1 counter = -3; core dimer inh = 4; AHR act = -1; PP5 inh = 0.7; procasp7 counter = 6; procasp3 activ = -1; PAFAH2 inh = 8; TPT1 inh = -1

36: COC(=O)C1=C(C)NC(C)=C(C(=O)OC)C1C(=O)OCC(=O)Nc1ccc(C(C)=O)cc1
  PP1 inh = 0; CTSL1 counter = 5; core dimer inh = -1; AHR act = 6; PP5 inh = 1.6; procasp7 counter = 6; procasp3 activ = 5; PAFAH2 inh = -1; TPT1 inh = 2

# The listing continues.
No.	Structure	PP1 inh	CTSL1 counter	core dimer inh	AHR act	PP5 inh	procasp7 counter	procasp3 activ	PAFAH2 inh	TPT1 inh
46	COc1ccc(-c2cnc3ncnn3c2N)cc1	-3	-5	-9	5	3.0	-3	10	5	4
47	CCn1c(Cc2ccc(OC)cc2)nnc1SCc1nc2ccccc2c(=O)[nH]1	-2	0	0	3	-1.8	5	2	8	-1
48	Cc1ccc(-n2ncc3c(N4CCCC4)ncnc32)c(C)c1	1	-1	0	7	0.9	1	3	-4	-2
49	CC1CN(C(=O)c2ccncc2)CC(C)O1 (stereo not drawn)	-3	-2	-3	6	4.3	-4	4	nt	3
50	Cc1ccc(NC(=O)Nc2ccccc2)nc1	3	3	-13	11	4.6	-8	2	-3	-2
51	COc1ccc(Cn2c(S(=O)(=O)CC(N)=O)nc3ccccc32)cc1[N+](=O)[O-]	-6	0	3	0	2.1	1	-6	nt	-2
52	O=C1CC(c2ccco2)CC(O)=C1C=Nc1ccc(Br)cc1 (stereo not drawn)	7	1	14	5	-0.3	-9	1	-1	0
53	COc1ccc(C2NCCc3c2[nH]c2ccccc32)cc1CSc1nc2ccccc2s1 (stereo not drawn)	19*	2	-8	17	4.1	0	-3	-2	3
54	Cc1ccc(NC(=O)CN(C)S(=O)(=O)c2cccc3nsnc23)cc1	1	2	-5	15	4.0	7	-3	-3	0
55	O=C(CN(c1ccc(F)cc1)S(=O)(=O)c1ccc2c(c1)OCCO2)N1CCOCC1	0	-2	-5	4	-1.6	1	1	-4	-4
56	CSc1ccccc1OCc1cc(C(=O)N(C)Cc2ccc(C)o2)no1	1	1	8	6	1.3	0	3	4	0
57	COc1c(/C=N/NC(=O)[C@H]2C[C@@H]2c2ccccc2)c(CCN(C)C(C)=O)cc2c1OCO2	-2	8	-3	33	2.4	6	6	-2	0

# Full records from above.
# `NC(=O)c1cc2c(s1)-c1cc(Cl)ccc1SC2` is entered as PP1 inh: 0; CTSL1 counter: 2; core dimer inh: 0; AHR act: 12; PP5 inh: 2.8; procasp7 counter: -11; procasp3 activ: 2; PAFAH2 inh: 6; TPT1 inh: -3
# `CCN1C(=O)S/C(=C/c2ccc(Oc3ccc([N+](=O)[O-])cn3)c(OC)c2)C1=O` is entered as PP1 inh: -8; CTSL1 counter: 0; core dimer inh: -2; AHR act: -3; PP5 inh: 3.1; procasp7 counter: 4; procasp3 activ: -3; PAFAH2 inh: 0; TPT1 inh: -4
# `CCC(C)NCCCCOc1ccc(Cl)cc1C` (stereo not drawn) is entered as PP1 inh: -2; CTSL1 counter: 0; core dimer inh: -7; AHR act: -1; PP5 inh: -2.2; procasp7 counter: -4; procasp3 activ: 4; PAFAH2 inh: -1; TPT1 inh: -5

# Rows were taken by chance. Share with any hit: about 5.6%.
